# GSH fluor: GSH bead compound fluorescence profile; fluorescence (KMESF) at 10 µM; GSH beads flow cytometry, compound fluorescence 488/530 nm; active compounds read high; AID 1776; actives 0.25% (n = 190,000); in the data active = fluorescence above about 89;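 also: glutathione beads carrying GST-tagged Bcl family fusion proteins plus one bare bead set; values are compound well signal with DMSO vehicle wells as background; inactives centre near 16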
# ABCB1 inh: blocks JC-1 efflux by human ABCB1 transporter. inhibition, % at 6.6 µM. P08183. actives 0.067% (n = 190,000). CCRF-Adr cells, flow cytometry; in the data active = inhibition above about 40%;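 also: 0% = vehicle and 100% = reference inhibitor; higher value means more JC-1 retained so stronger ABCB1 efflux block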
# RGS4-Gao reg: human RGS4-Galphao interaction regulation. binding response (% of control), % at 10 µM. P09471. Multiplexed bead flow cytometry, RGS4-Galphao binding; actives lie on both sides. AID 1415. actives 0.33% (n = 220,000); in the data active = binding response below about 49% or above about 150%; inactive = in between;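 also: fluorescent Galphao activated with aluminum fluoride binding bead-coupled RGS4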
# Target sequence (P09471 whole entry, looked up): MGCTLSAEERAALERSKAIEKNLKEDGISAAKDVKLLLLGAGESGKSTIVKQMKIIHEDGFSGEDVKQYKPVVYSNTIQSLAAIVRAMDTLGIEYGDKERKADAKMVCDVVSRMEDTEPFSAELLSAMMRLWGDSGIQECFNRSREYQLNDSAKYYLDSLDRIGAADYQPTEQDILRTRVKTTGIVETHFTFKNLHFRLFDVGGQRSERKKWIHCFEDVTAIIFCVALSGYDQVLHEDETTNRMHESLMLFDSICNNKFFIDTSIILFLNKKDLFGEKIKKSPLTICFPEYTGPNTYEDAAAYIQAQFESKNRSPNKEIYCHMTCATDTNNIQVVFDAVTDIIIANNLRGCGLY
# ABCG2 inh: blocks JC-1 efflux by human ABCG2 transporter; AID 1325; IgMXP3 cells, flow cytometry; Q9UNQ0; actives 0.1% (n = 190,000); inhibition, % at 6.6 µM;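 active = inhibition above 80%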;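 also: 0% = DMSO and 100% = nicardipine control wells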
#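 Test system: IgMXP3 (ABCG2) plus far-red-tagged CCRF-Adr (ABCB1) cells. Reagent: JC-1 dye as substrate. Timing: 10 min exposure at 25 °C with rotation, no wash. Measured by: flow cytometric JC-1 green MFI at 530 nm. Read-out: percent efflux inhibition, scaled nicardipine 100% to DMSO 0%. Control set: nicardipine and DMSO wells.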
# Avidin bead fluor: compound fluoresces at 488/530 nm on avidin beads. compound fluorescence 488/530 nm, flow cytometry; active compounds read high. fluorescence (KMESF) at 10 µM. actives 0.38% (n = 220,000). AID 1775; in the data active = fluorescence above about 47; also: inactives centre near 10
# Bim-Bcl-B: disrupts Bim peptide binding to human Bcl-B; Q9HD36; bead-based flow cytometry; inhibition, % at 10 µM; actives 0.073% (n = 190,000); AID 951;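 also: 0% = tracer peptide without compound and 100% = reference inhibitor peptide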
# Target sequence (Q9HD36 whole entry, looked up): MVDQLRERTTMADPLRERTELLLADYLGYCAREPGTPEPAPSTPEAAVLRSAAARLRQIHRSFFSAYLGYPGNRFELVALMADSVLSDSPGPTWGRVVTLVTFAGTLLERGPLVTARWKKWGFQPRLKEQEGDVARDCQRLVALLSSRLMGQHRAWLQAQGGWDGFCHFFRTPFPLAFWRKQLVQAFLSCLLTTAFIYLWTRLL
# RGS7-Gao: human RGS7-Galphao interaction regulation; P09471; Multiplexed bead flow cytometry, RGS7-Galphao binding; actives lie on both sides; binding response (% of control), % at 10 µM; actives 0.35% (n = 220,000); AID 1439; in the data active = binding response below about 49% or above about 150%; inconclusive = no clear call, values can overlap the other calls; inactive = in between;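 also: fluorescent Galphao held in activated GDP-AlF4 state binding bead-coupled RGS7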
# Bim-Bcl-XL: inhibitors of Bim-Bcl-XL interaction, human; Q07817; Bim peptide-Bcl-XL binding, bead flow cytometry, fluorescence; inhibition, % at 10 µM; actives 0.04% (n = 190,000); AID 1007
# Target sequence (Q07817 whole entry, looked up): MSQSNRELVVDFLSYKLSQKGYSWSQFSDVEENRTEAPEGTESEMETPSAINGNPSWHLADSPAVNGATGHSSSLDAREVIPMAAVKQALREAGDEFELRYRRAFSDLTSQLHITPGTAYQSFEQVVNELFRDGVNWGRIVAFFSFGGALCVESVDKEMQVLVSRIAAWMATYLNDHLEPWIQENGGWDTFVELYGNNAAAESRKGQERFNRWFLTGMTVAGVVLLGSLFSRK
# Bcl-2 Bim block: human Bim-Bcl-2 interaction inhibition; inhibition, % at 10 µM; P10415; actives 0.06% (n = 190,000); Bead-based flow cytometry, Bim peptide-Bcl-2 binding; in the data active = inhibition above about 40%; inconclusive = no clear call, values can overlap the other calls;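 also: 0% = no compound wells with probe peptide and 100% = reference peptide inhibitor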
# Bim-Bfl-1: human Bim-Bfl-1 interaction inhibition | Q16548 | Bead-based flow cytometry, Bim-Bfl-1 binding inhibition | inhibition, % at 10 µM | actives 0.12% (n = 190,000) | AID 1008;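 also: 0% = wells without compound plus tracer and 100% = blocker peptide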
# Bim-Bcl-W: human Bim-Bcl-W interaction inhibition | Q92843 | actives 0.02% (n = 190,000) | inhibition, % at 10 µM | bead-based flow cytometry, Bim peptide-Bcl-W binding;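 also: 0% = bound tracer without compound and 100% = peptide blocker; higher means less fluorescent Bim peptide bound to Bcl-W beads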
# Target sequence (Q92843 whole entry, looked up): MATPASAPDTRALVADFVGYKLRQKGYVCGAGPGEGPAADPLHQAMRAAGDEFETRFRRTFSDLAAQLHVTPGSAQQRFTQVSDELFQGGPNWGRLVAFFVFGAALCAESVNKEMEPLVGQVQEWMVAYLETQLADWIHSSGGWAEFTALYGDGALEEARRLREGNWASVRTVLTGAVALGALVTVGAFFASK
# Numbers without * were called inactive; ? = inconclusive; . = not tested or not shown. Rule as the data show it, unless noted: active = inhibition above about 40%. Random draw from the library; any-hit rate near 1.3%.
SMILES,GSH fluor,ABCB1 inh,RGS4-Gao reg,ABCG2 inh,Avidin bead fluor,Bim-Bcl-B,RGS7-Gao,Bim-Bcl-XL,Bcl-2 Bim block,Bim-Bfl-1,Bim-Bcl-W
Cc1c(NC(=O)CC(=O)Nc2c(C)n(C)n(-c3ccccc3)c2=O)c(=O)n(-c2ccccc2)n1C,25,0.3,103.9,0.6,23,-3.0,104.4,0.0,-3.0,-4.0,2.0
CCOc1ccc(N/C=C/C(=O)c2ccc(C)cc2)c([N+](=O)[O-])c1,23,-0.3,98.4,0.4,13,0.0,100.9,1.0,-2.0,1.0,0.0
Cc1cccc(NC(=O)C2c3ccccc3Oc3ccccc32)n1,10,0.5,100.7,4.3,7,1.0,86.1,0.0,0.0,4.0,4.0
O=C(C1CC(c2ccc(F)cc2)=NO1)N1CCN(Cc2ccccc2)CC1 (stereo unspecified),14,0.3,98.5,0.3,6,-4.0,101.4,-3.0,-7.0,-7.0,-5.0
CCCCC(CCCC)=N/N=C/c1c(O)n(CC)c2cc(C3=NNC(=O)CC3)ccc12,19,0.3,.,1.9,.,-4.0,.,0.0,-19.0,7.0,1.0
COc1ccccc1NC(=O)c1ccc(NS(=O)(=O)c2ccc(F)c(F)c2F)cc1,5,-0.3,102.3,-1.8,12,-5.0,100.0,-1.0,2.0,0.0,0.0
CC(NC(=O)CSC1=NCCS1)c1ccccc1 (stereo unspecified),11,0.1,103.0,1.3,12,-1.0,100.8,-4.0,-5.0,-2.0,-2.0
CC(C)c1onc(C(=O)NCc2ccc(F)cc2)c1[N+](=O)[O-],7,0.6,85.7,9.1,17,-2.0,84.1,-3.0,0.0,-6.0,-1.0
COCCn1nnnc1C(C(C)C)N(Cc1ccccc1)Cc1cc2cc(OC)ccc2[nH]c1=O (stereo unspecified),23,1.0,101.8,11.6,37,-5.0,97.4,-6.0,-7.0,-8.0,-5.0
Cc1c(NC(=O)C2C3C=CC(C3)C2C(=O)O)c(=O)n(-c2ccccc2)n1C (stereo unspecified),23,0.1,101.8,-1.0,13,-9.0,102.4,-11.0,-8.0,-11.0,-3.0
Cc1c(Br)c([N+](=O)[O-])nn1C(C)C(=O)NCc1cccnc1 (stereo unspecified),43,-0.2,101.2,0.3,10,-6.0,98.6,10.0,-5.0,-8.0,2.0
O=Cc1ccc2oc3nc4n(c(=O)c3c(=O)c2c1)CCCS4,17,0.0,74.3,0.5,12,10.0,87.2,3.0,-3.0,-6.0,6.0
O=C(O)CC1SC(=Nc2cccc(O)c2)NC1=O (stereo unspecified),44,-0.1,104.8,-0.3,6,-4.0,99.7,-6.0,-6.0,-10.0,3.0
N#Cc1cccc(-n2nnnc2-c2ccccn2)c1,14,0.6,100.7,3.8,22,-9.0,103.0,-8.0,-7.0,-10.0,-6.0
CN(C)S(=O)(=O)NC(c1ccccc1)c1ccccc1,25,0.2,106.1,1.2,11,-8.0,108.0,-9.0,-11.0,-12.0,0.0
O=S(=O)(c1ccc2c(c1)OCCO2)N1CCC(c2nc3ccccc3s2)CC1,20,1.1,95.5,5.0,8,-4.0,97.6,-3.0,-1.0,0.0,-1.0
CCOc1nc(Nc2ccc(OC)cc2)nc(N2CCOCC2)n1,19,0.7,105.4,5.6,10,0.0,104.9,0.0,1.0,-4.0,-1.0
O=C(NNc1c(Cl)cc(Cl)cc1Cl)C1CCC1,6,0.5,98.1,2.8,1,-8.0,98.9,-4.0,-6.0,-4.0,-3.0
CCSc1nc(=O)n(-c2ccccc2)c(C)c1C(C)=S,17,0.3,94.9,0.9,23,1.0,97.2,-1.0,.,8.0,0.0
CCC(C)NC(=O)Cc1c(OC)ccc2cc(Br)ccc12 (stereo unspecified),16,0.6,100.8,31.4,10,-1.0,?,-2.0,-5.0,-3.0,-1.0
COCCCN1CN(Cc2ccccc2)CNC1=S,15,-0.5,78.8,-6.1,6,9.0,83.0,8.0,6.0,13.0,7.0
CCc1ccc(C(C)NC(=O)c2cc(C)oc2C)cc1 (stereo unspecified),14,0.0,100.7,8.1,8,-6.0,92.6,-4.0,-13.0,-9.0,-1.0
Cc1nnc(SCC(=O)N(CC(C)C)c2c(N)n(CC(C)C)c(=O)[nH]c2=O)n1-c1ccccc1,12,-0.8,104.0,5.5,10,-2.0,100.1,-1.0,0.0,1.0,-1.0
Cc1cccc(NC(=O)CSc2nnc(-c3ccccc3Br)o2)c1C,14,2.4,103.3,22.1,9,-7.0,98.7,-2.0,-11.0,-12.0,-1.0
O=C(NCCc1ccccc1)C1CCN(Cc2ccccc2F)CC1,17,-0.1,100.8,-0.1,12,-12.0,102.5,-9.0,-7.0,-16.0,-6.0
CC(C)C(=O)N1CCN(CCN=CC2=C(O)CC(c3ccco3)CC2=O)CC1 (stereo unspecified),29,-1.6,104.8,0.0,5,-14.0,98.5,-13.0,-9.0,-16.0,-4.0
Cc1cccc(OCc2nc(C#N)c(N3CC(C)CC(C)C3)o2)c1 (stereo unspecified),17,-1.4,105.6,-0.6,4,0.0,106.3,-3.0,-2.0,-3.0,-2.0
COc1ccc2c(c1)cc1n2CCN2CCCN=C12,14,0.0,95.6,-0.3,14,3.0,94.5,2.0,3.0,0.0,5.0
COC(=O)c1sccc1N/N=C/c1ccc(OC)c(OC)c1OC,8,-0.8,99.6,9.7,4,-3.0,99.8,-7.0,1.0,1.0,-1.0
CCCOc1cccc(NC(=O)c2c(-c3ccccc3)noc2C)c1,16,1.0,98.6,31.7,7,2.0,101.9,-2.0,-7.0,-1.0,0.0
O=C(/C=C/c1ccco1)NCC(=O)N/N=C/c1ccccc1[N+](=O)[O-],13,0.4,108.2,18.1,7,5.0,94.2,1.0,1.0,3.0,0.0
C=CCn1c(SCC(=O)NC(=O)NCCC)nnc1C1CCCCC1,11,0.3,97.4,2.1,8,5.0,98.2,7.0,14.0,11.0,11.0
Cc1ccc(NN=Nc2nc3c([nH]2)c(=O)n(C)c(=O)n3C)cc1,18,-1.1,100.0,-6.8,7,0.0,102.0,-4.0,-2.0,5.0,-1.0
O=C(NC(=S)Nc1ccccc1O)c1ccccc1Cl,17,0.1,97.0,6.9,9,-7.0,?,-2.0,-1.0,-4.0,-1.0
COCCCN1C(=O)c2ccc(C(=O)Nc3ccccc3OC)cc2C1=O,18,0.3,101.7,1.4,37,0.0,94.8,-1.0,-1.0,-2.0,-2.0
Nc1nc(SCC(=O)NCCC(c2ccccc2)c2ccccc2)n[nH]1,19,0.2,97.0,0.2,38,-2.0,101.2,-1.0,-1.0,-4.0,-3.0
Cc1ccc(NC(=O)N2CCCC2C(=O)NCC2CCCO2)cc1 (stereo unspecified),10,0.5,101.2,1.6,13,0.0,99.2,0.0,-2.0,-6.0,0.0
COc1ccc(C(=O)C2CCCN(C(=O)c3n[nH]c4c3CCCC4)C2)cc1OC (stereo unspecified),8,0.3,97.9,0.1,4,0.0,93.4,-5.0,-5.0,4.0,-5.0
CCN=C1SC(CC(=O)Nc2ccc3c(c2)OCO3)C(=O)N1CC (stereo unspecified),25,0.7,102.1,8.1,10,2.0,97.5,0.0,0.0,-2.0,0.0
COc1ccc(CC(=O)NCc2n[nH]c(=S)n2-c2ccccc2)cc1,19,-2.1,100.2,-3.1,5,-4.0,101.6,-3.0,-6.0,2.0,-4.0
CCOC(=O)C1CCCN(c2cc(=O)n(C3CCCCC3)c(=O)[nH]2)C1 (stereo unspecified),13,0.4,102.2,3.1,11,-1.0,100.9,-1.0,-2.0,-6.0,-1.0
Fc1ccccc1-c1csc(=Nc2cccnc2)n1CC1CCCO1 (stereo unspecified),10,1.4,103.0,-1.0,6,-10.0,100.7,-9.0,-3.0,-3.0,0.0
CCc1ccc(NC(=O)N(Cc2ccco2)C(C)c2cccs2)cc1 (stereo unspecified),11,0.4,102.7,3.4,28,-1.0,102.4,1.0,-2.0,-2.0,-1.0
CCCCNC(=O)c1cccnc1SCC(=O)Nc1ccccc1OC,12,0.4,99.2,2.0,10,-6.0,95.6,-12.0,-7.0,-5.0,-6.0
Cc1cc(C)n(-c2ccc(C(=O)NC3=NCCS3)cc2)n1,16,0.0,106.7,0.4,36,-1.0,114.9,-3.0,0.0,-1.0,-1.0
CCCc1cc(=O)oc2cc(OCc3cccc(OC)c3)c(Cl)cc12,14,0.3,99.4,7.9,12,-3.0,98.2,0.0,0.0,-7.0,0.0
Cc1cccc(-n2c(SCc3ccc(C#N)cc3)nnc2-c2c[nH]c3ccccc23)c1,9,.,100.6,8.7,16,-4.0,101.3,-3.0,-4.0,0.0,0.0
O=C(Cn1cc(C(F)(F)F)ccc1=O)N/N=C/c1cccc(Cl)c1Cl,4,0.4,100.2,8.3,15,-5.0,100.3,-3.0,2.0,0.0,-4.0
O=C(OCn1nnc2ccccc2c1=O)C1CCCCC1,26,0.3,92.2,3.0,15,0.0,95.9,-4.0,0.0,-1.0,-2.0
N#CCCN1CCN(C(=S)c2ccc(-c3ccc(Cl)cc3)o2)CC1,12,-0.1,103.8,0.3,11,-4.0,107.8,-4.0,-6.0,-7.0,0.0
CC1CCN(C(C(=O)Nc2ccc3c(c2)OCO3)c2ccccc2)CC1 (stereo unspecified),20,-2.0,103.8,-2.7,7,-3.0,101.3,-3.0,-7.0,-9.0,0.0
COc1ccc(C(C2C(=O)CC(C)(C)CC2=O)C2C(=O)CC(C)(C)CC2=O)cc1COCC(F)(F)F,8,-1.2,96.4,-3.3,1,-1.0,94.9,-2.0,0.0,-1.0,-4.0
COc1cc(/C=N/NC(=O)c2cnccn2)cc(OC)c1OC,15,0.3,98.3,27.6,7,-7.0,104.4,-7.0,-7.0,-8.0,-4.0
CC(C)N(C(=O)Cn1c(SCC(=O)NCc2ccc3c(c2)OCO3)nc2ccccc21)C(C)C,58,1.5,104.0,2.8,7,-42.0,103.0,-30.0,-35.0,-31.0,-36.0
O=C(Nc1cc(C(F)(F)F)ccc1N1CCOCC1)c1n[nH]c(=O)c2ccccc12,8,0.3,88.7,0.9,11,-2.0,87.2,-1.0,-2.0,-6.0,1.0

# Among those listed so far, four contain a cyano group:
SMILES,GSH fluor,ABCB1 inh,RGS4-Gao reg,ABCG2 inh,Avidin bead fluor,Bim-Bcl-B,RGS7-Gao,Bim-Bcl-XL,Bcl-2 Bim block,Bim-Bfl-1,Bim-Bcl-W
N#Cc1cccc(-n2nnnc2-c2ccccn2)c1,14,0.6,100.7,3.8,22,-9.0,103.0,-8.0,-7.0,-10.0,-6.0
Cc1cccc(OCc2nc(C#N)c(N3CC(C)CC(C)C3)o2)c1 (stereo unspecified),17,-1.4,105.6,-0.6,4,0.0,106.3,-3.0,-2.0,-3.0,-2.0
Cc1cccc(-n2c(SCc3ccc(C#N)cc3)nnc2-c2c[nH]c3ccccc23)c1,9,.,100.6,8.7,16,-4.0,101.3,-3.0,-4.0,0.0,0.0
N#CCCN1CCN(C(=S)c2ccc(-c3ccc(Cl)cc3)o2)CC1,12,-0.1,103.8,0.3,11,-4.0,107.8,-4.0,-6.0,-7.0,0.0

# Source: PubChem BioAssay (NMMLSC)
